Screening results from PubChem BioAssay.
EPAC2 agonist: EPAC2 (human) agonism. EPAC2 activation, biochemical qHTS; response scale: 100% = 6.5 mM cAMP response. Potency, µM (doses to about 154 µM), without a hit: at the top dose activation, actives largely listed as activators. 360,000 tested, 0.079% active; further: potency means the concentration at half of the fitted maximal effect; nearly all actives have a fitted effect of over 50% in size
Target sequence (Q8WZA2 whole entry, looked up): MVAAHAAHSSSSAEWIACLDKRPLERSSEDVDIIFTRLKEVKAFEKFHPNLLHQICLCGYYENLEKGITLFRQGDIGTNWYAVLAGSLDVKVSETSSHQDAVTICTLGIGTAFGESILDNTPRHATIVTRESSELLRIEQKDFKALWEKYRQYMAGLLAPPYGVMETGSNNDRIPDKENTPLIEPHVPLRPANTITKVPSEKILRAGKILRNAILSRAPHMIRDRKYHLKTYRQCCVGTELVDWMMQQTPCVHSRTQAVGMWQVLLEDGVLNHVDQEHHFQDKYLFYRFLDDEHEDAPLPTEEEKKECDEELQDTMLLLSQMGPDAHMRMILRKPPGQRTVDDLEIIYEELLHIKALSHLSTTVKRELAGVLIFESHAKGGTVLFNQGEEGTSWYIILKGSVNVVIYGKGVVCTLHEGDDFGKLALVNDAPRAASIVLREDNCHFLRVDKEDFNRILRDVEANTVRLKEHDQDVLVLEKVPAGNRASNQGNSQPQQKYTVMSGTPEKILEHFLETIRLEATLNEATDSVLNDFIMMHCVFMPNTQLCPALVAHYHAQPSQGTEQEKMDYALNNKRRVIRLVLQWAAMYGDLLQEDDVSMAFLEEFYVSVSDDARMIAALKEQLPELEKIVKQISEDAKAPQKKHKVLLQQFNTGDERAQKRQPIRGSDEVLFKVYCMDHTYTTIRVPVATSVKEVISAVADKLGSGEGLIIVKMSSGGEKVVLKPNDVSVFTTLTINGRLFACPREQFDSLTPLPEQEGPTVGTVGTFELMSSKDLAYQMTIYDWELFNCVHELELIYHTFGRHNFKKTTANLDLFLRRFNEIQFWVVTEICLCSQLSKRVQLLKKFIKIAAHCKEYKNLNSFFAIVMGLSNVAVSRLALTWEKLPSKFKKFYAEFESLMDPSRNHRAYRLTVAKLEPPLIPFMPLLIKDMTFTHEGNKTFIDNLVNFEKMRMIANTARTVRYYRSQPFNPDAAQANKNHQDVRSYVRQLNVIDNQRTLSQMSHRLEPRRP
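Compounds were titrated in qHTS against a Rap1B-BODIPY-GDP (250 nM) complex with EPAC2 (100 nM) and GDP (50 uM). BODIPY-GDP release tracked at 480/540 nm over 30 min at room temperature, normalized to 6.5 mM cAMP.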
aSyn yeast inh: inhibitors of alpha-synuclein toxicity in yeast; Yeast expressing alpha-synuclein, growth rescue, BacTiter-Glo, 24 h; Potency, µM (highest dose often 46.1 µM), for the others: top-dose growth rescue (activation), actives largely listed as activators; 370,000 tested, 0.14% active; further: potency means the concentration at half of the fitted maximal effect; % of control where 0% means no effect; nearly all actives have a fitted effect of over 65% in size
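Readout is rescue of growth in alpha-synuclein-expressing yeast, so inhibitors of toxicity appear as activators. Growth after 24 hr at 30 deg C in galactose medium is quantified by luminescence.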
D3 antag: antagonists of human D3 dopamine receptor; max response, negative = inhibition, %; AID 652054; P35462; D3R cells, DiscoveRx beta-arrestin luminescence, antagonist mode; hits give low values; 360,000 tested, 2.5% active; in the data active means max response below about -50%; inconclusive means no clear call, values can overlap the other calls; further: on the % scale 0 is the no-effect control and ±100 the full control effect; mostly tested at two doses, the higher about 12 µM
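Cells plated overnight at 1500 cells/well, then exposed to library compounds with dopamine controls for 90 minutes at 37 degrees C. DiscoveRx reagent added for 30–60 minutes at room temperature; luminescence read, quantitative HTS format.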
TDP43 rescue: rescues yeast growth from TDP-43 toxicity. TDP-43 expressing yeast growth rescue, BacTiter-Glo, 24 h. Potency, µM (highest dose often 46.1 µM), for inactives: at the highest dose growth rescue (activation), actives largely listed as activators. 410,000 tested, 1.8% active. AID 652104; further: potency means the concentration at half of the fitted maximal effect; % of control where 0% means no effect; nearly all actives have a fitted effect of over 50% in size
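Yeast expressing TDP-43 (pregrown in raffinose, seeded at OD600=0.02 in galactose medium) exposed to compounds 24 hr at 30 deg C. Growth read by BacTiter-Glo luminescence; rescue of toxicity appears as increased signal.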
DRD3 agonist: D3 dopamine receptor (human) agonism; P35462; D3R DiscoveRx beta-arrestin cells, luminescence, 90 min; max activation, %; 410,000 tested, 0.58% active; in the data active means max activation above about 30%; further: 0% is about no effect; mostly tested at two doses, the higher about 12 µM
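Agonist-mode cell screen: cells plated at 1500/well and incubated overnight at 37 °C, then exposed to library compounds for 90 min at 37 °C. Detection reagent was added for 30–60 min at room temperature, and luminescence was read.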
Abeta yeast res: A-beta toxicity reversal in yeast; yeast expressing A-beta42, growth rescue, OD600, 48 h; response scale: 0% DMSO, 100% iron-clioquinol control; Potency, µM (series often up to 46.1 µM), for the others: at the top dose growth rescue, usual class: activators; 410,000 tested, 0.063% active; further: potency means the concentration at half of the fitted maximal effect; nearly all actives have a fitted effect of over 55% in size
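Yeast A-beta toxicity model in growth medium with pinned compounds, 48 h at 30 C; growth read as absorbance at 600 nm. Normalized to FeCl3/clioquinol equimolar mix (positive) and DMSO (negative).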
FUS yeast rescue: FUS proteinopathy suppression in yeast. 390,000 tested, 0.24% active. Potency, µM (doses to about 76.6 µM), without a hit: at the highest dose growth rescue (activation), most hits filed as activators. S. cerevisiae FUS-expressing, growth rescue, OD600, 24 h. AID 1347120;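 further: potency means the concentration at half of the fitted maximal effect; plate controls were DMSO vehicle for no effect and reference control for full effect; nearly all actives have a fitted effect of over 55% in size; some results filed as inactive show a strong effect at the top dose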
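Read-out: OD at 600 nm after 24hr at 30C, reporting rescue of FUS-induced yeast toxicity. Cells at OD 0.005 in galactose (2%) minimal medium; compounds tested in a dilution series; CP55940 titration from 92uM final as control.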
EPAC2 antagonist: EPAC2 (human) antagonism | Q8WZA2 | EPAC2 GEF exchange of Rap1B-BODIPY-GDP, fluorescence | 360,000 tested, 0.18% active | Potency, µM (top dose mostly 114 µM), without a hit: at the highest dose activity, negative = inhibition, actives largely listed as inhibitors; further: potency means the concentration at half of the fitted maximal effect; on the % scale 0 is the no-effect control and ±100 the full control effect; nearly all actives have a fitted effect of over 45% in size; many of its hits are not listed in these tables
The depositor's hits bear a star; ? = inconclusive; . = no result given; & = joins results of further samples; [ ] = dose if it differs, or a comment. Unless noted, the call rests on the fitted dose curve; in most records, active means well fitted curve in the direction sought with a large enough effect; inconclusive means small, poorly fitted or top-dose-only effect, or another doubt; inactive means no such curve, though single readings can be large; an effect the other way counts as inactive or inconclusive. An excerpt; the hit share may differ from the screen's.

cpd	mol	EPAC2 agonist	aSyn yeast inh	D3 antag	TDP43 rescue	DRD3 agonist	Abeta yeast res	FUS yeast rescue	EPAC2 antagonist
1	Cc1c(C(=O)NCc2ccccc2)sc(=O)n1Cc1ccccc1F	4%	11%	7	13%	-3	-1%	17%	4%
2	Cn1nnnc1SCC(=O)NCc1cccc(C(=O)O)c1	0%	-4%	14	6%	1	15%	6%	9%
3	COc1cccc(N2CCN(S(=O)(=O)c3c(C)[nH]c(C)c3C(=O)N3CCCC3)CC2)c1	10%	1%	11	-11%	6	1%	23%	1%
4	Cc1ccc(S(=O)(=O)Nc2cc3c(C(=O)Nc4ccccc4)c(C)oc3c3ccccc23)cc1	4%	3%	22	10%	4	22%	.	-9%
5	COCc1ccc(CN2CCC(n3nccc3NC(=O)c3ccc4c(c3)OCO4)CC2)o1	12%	-5%	-22	-1%	-3	4%	-13%	-11%
6	CC(C)Cc1csc(=S)[nH]1	4%	10%	-13	0%	22	?	-2%	-6%
7	CSc1nc(N)nc(SCC(=O)c2ccccc2)c1C#N	3%	-12%	17	9%	-15	-17%	-10%	14%
8	Cc1ccc(NC(=O)c2ccccc2NC(=O)CCC(=O)O)cc1	-6%	-8%	32	-12%	4	-2%	.	30%
9	Cc1cccc(C(=O)N[C@H](C(=O)OCC(=O)NC2CCS(=O)(=O)C2)C(C)C)c1 (stereo not given in full)	9%	1%	-12	-4%	-2	19%	-4%	5%
10	Cc1ccc(S(=O)(=O)NCCSc2ncccn2)cc1	10%	-8%	-23	20%	-3	17%	-29%	4%
11	COc1ccc(C2c3c(ncn(Cc4ccco4)c3=N)Oc3ccc4ccccc4c32)cc1 (stereo not given)	6%	-18%	15	?	-2	-8%	14%	-5%
12	Cc1n[nH]c(=O)n(N=Cc2c[nH]c3ccccc23)c1=O	9%	-4%	-3	13%	1	-8%	-20%	1%
13	O=C(C1CCC(CNS(=O)(=O)c2cccs2)CC1)N1CCCCC1 (stereo not given)	4%	-7%	27	2%	-8	-5%	-8%	13%
14	O=C(CCCCCNS(=O)(=O)c1ccc(Br)cc1)NCCN1CCOCC1	2%	-14%	-5	0%	-3	-16%	23%	4%
15	C=CCn1c(Cc2cccc3ccccc23)n[nH]c1=S	5%	8%	-17	17%	4	?	.	-22%
16	Oc1ccc(-c2nc3ccccc3s2)c(O)c1	18%	-1%	37	-54%[inhibitor]	-3	-69%[inhibitor]	2%	-3%
17	Cc1ccc(N2CC(C(=O)NCc3nnnn3-c3ccc(C)c(C)c3)CC2=O)cc1 (stereo not given)	5%	-12%	-10	0%&17%	3&1	15%&-11%	24%&36%	-9%
18	COc1ccc(C2Nc3ccccc3C(=O)N2c2ccc(C)cc2)cc1Cn1nc(C)c([N+](=O)[O-])c1C (stereo not given)	7%	5%	-22	-13%	-12	13%	26%	-3%
19	COc1ccc(OC)c(NC(=O)CCN2C(=O)c3ccccc3C2=O)c1	14%	-4%	4	17%	-2	-5%	-4%	6%
20	Cc1cc(C)c(C)c(S(=O)(=O)N2CCN(c3ncnc4sc(C)c(C)c34)CC2)c1C	11%	-1%	-26	5%	-17	-12%	.	-1%

Full records as entered above. Order of screens: EPAC2 agonist, aSyn yeast inh, D3 antag, TDP43 rescue, DRD3 agonist, Abeta yeast res, FUS yeast rescue, EPAC2 antagonist
Cc1n[nH]c(=O)n(N=Cc2c[nH]c3ccccc23)c1=O in the list: 9%, -4%, -3, 13%, 1, -8%, -20%, 1%
O=C(C1CCC(CNS(=O)(=O)c2cccs2)CC1)N1CCCCC1 (stereo not given) in the list: 4%, -7%, 27, 2%, -8, -5%, -8%, 13%

(further entries)
cpd	mol	EPAC2 agonist	aSyn yeast inh	D3 antag	TDP43 rescue	DRD3 agonist	Abeta yeast res	FUS yeast rescue	EPAC2 antagonist
21	COc1ccc(N2CCN(C(=O)/C(C#N)=C/c3ccccc3)CC2)cc1	2%	13%	-8	-4%	8	0%	17%	-8%
22	Cc1cc(C)c(S(=O)(=O)/N=C2\C=C(Nc3ccc(C(=O)O)cc3)C(=O)c3ccccc32)c(C)c1	4%	-14%	-77*	2%	-34	-31%[inhibitor]	24%	28%
23	COC(=O)c1ccccc1NS(=O)(=O)c1ccc2c3c(cccc13)C(=O)N2	18%	2%	-9	-20%	1	1%	43%	-9%
24	CCOC(=O)N1CCN(CC(O)COc2ccccc2C(C)C)CC1 (stereo not given)	2%	-2%	-10	15%	-6	?	-11%	0%
25	CSc1nc(-c2ccc(F)cc2)cc(=O)[nH]1	-1%	-4%	2	11%	-19	-8%	.	0%
26	Cc1ccc2c(C)nc(N/C(N)=N/S(=O)(=O)c3ccc([N+](=O)[O-])cc3)nc2c1	14%	7%	-3	9%	1	-19%	-15%	4%[57.1 µM]
27	C/C(=N/NS(=O)(=O)c1ccccc1)c1ccc(Cl)cc1	8%	5%	?	5%[9.22 µM]	-3	2%	-1%	-15%
28	Cc1ccc(C(=O)NNC(=O)C2CCN(S(=O)(=O)c3ccc(Cl)cc3)CC2)cc1	-7%	2%	-11	30%	-3	5%	.	-1%
29	COc1ccc(S(=O)(=O)N2CCOCC2)cc1NC(=O)CSc1n[nH]c(=O)n1C1CC1	3%	-8%	2	-19%	2	5%	.	23%
30	Cc1cccc(-n2ncc3c(NCCCN4CCCC4=O)ncnc32)c1	5%	2%	13	24%	3	-3%	0%	9%
31	C=CCNc1nnc(SCC(=O)Nc2ccccc2OC)c2ccccc12	1%	-3%	-15	0%	-29	-14%	25%	-13%
32	CCCCOc1ccc(C2CC(=O)N(C)C2=O)cc1 (stereo not given)	-19%	1%	-27	5%	-3	21%	44%	0%[57.1 µM]
33	COc1ccc(NC(=O)CSc2nnc(NC(=O)c3ccco3)s2)cc1OC	1%	3%	5	29%	-1	5%	.	-1%
34	CCC(=O)N1CCc2cc(S(=O)(=O)NC(Cc3ccccc3)C(=O)NC3CCCCC3C)ccc21 (stereo not given)	-18%	13%	18	-9%	16	15%	32%	7%
35	O=c1cc(CN2CCOCC2)c2c(ccc3ccccc32)o1	7%	17%	25	0%	3	-1%	27%	0%
36	CCOC(=O)CSc1n[nH]c(-c2ccco2)n1	5%	1%	-3	2%	1	-4%	-23%	4%
37	Cc1ccc(OCC(=O)NCCNC(=O)COc2ccc(C)cc2)cc1	-7%	3%	8	-26%	-11	-1%	-2%	-10%
38	Cc1cc(CNC(=O)C2CCC(=O)N(CCc3ccc(Cl)cc3)C2)no1 (stereo not given)	-7%	-5%	0	13%	2	6%	8%	13%
39	CCc1nccn1CCC(=O)N1CCCC(Nc2ccc(C(C)C)cc2)C1 (stereo not given)	-4%	0%	2	11%	-5	-3%	.	-1%
40	COc1ccccc1CCNCc1ccc(OC)c(OCc2ccccc2)c1	1%	-3%	?	-12%	-62	3%	1%	-6%
41	Fc1ccc(C2CC(c3ccco3)=NN2c2ccccc2)cc1 (stereo not given)	2%	2%	0	?	2	28%	-14%	3%
42	CCN1CCSc2ccc(C(=O)NCc3ccc(F)cc3)cc21	.	-7%	.	-12%	-20	-28%	35%	.
43	CC(NC(=O)C(=O)NN=C1CCCC1)c1ccccc1 (stereo not given)	-5%	-1%	-20	-13%	-4	-8%	19%	2%
44	O=C(COc1ccc2ccc(=O)oc2c1)N1CCN(c2ccccc2)CC1	3%	15%	10	20µM*	5	-5%	4%	2%
45	Cc1ccc(C(=O)Nc2ccncc2)o1	-5%	0%	6	5%	1	8%	-3%	3%
46	COC(=O)c1c(C)[nH]c(C(=O)COC(=O)Cn2cc(C(F)(F)F)ccc2=O)c1C	-7%	2%	56	2%	3	11%	11%	-12%
47	O=C(c1ccccc1)c1sc(Nc2ccc3c(c2)OCO3)nc1-c1ccccc1	5%	-12%	-21	8%	6	-5%	-5%	-11%
48	O=C(NC1CCCCC1)c1ccc(N2CCCC2=O)cc1	6%	0%	19	13%	0	17%	-7%	2%
49	Cc1nc(C)c(C(=O)N2CCCC(C(=O)c3ccc(Cl)cc3C)C2)s1 (stereo not given)	-3%	4%	8	20%	2	-5%	15%	-5%
50	Cc1ccc(S(=O)(=O)N2CCOCC2)cc1NC(=O)COC(=O)/C=C/c1ccc(F)cc1	5%	-1%	4	30%	1	-5%	.	2%

Among those listed so far, these have an aryl thioether with sulfur outside any ring.
cpd	mol	EPAC2 agonist	aSyn yeast inh	D3 antag	TDP43 rescue	DRD3 agonist	Abeta yeast res	FUS yeast rescue	EPAC2 antagonist
2	Cn1nnnc1SCC(=O)NCc1cccc(C(=O)O)c1	0%	-4%	14	6%	1	15%	6%	9%
7	CSc1nc(N)nc(SCC(=O)c2ccccc2)c1C#N	3%	-12%	17	9%	-15	-17%	-10%	14%
10	Cc1ccc(S(=O)(=O)NCCSc2ncccn2)cc1	10%	-8%	-23	20%	-3	17%	-29%	4%
25	CSc1nc(-c2ccc(F)cc2)cc(=O)[nH]1	-1%	-4%	2	11%	-19	-8%	.	0%
29	COc1ccc(S(=O)(=O)N2CCOCC2)cc1NC(=O)CSc1n[nH]c(=O)n1C1CC1	3%	-8%	2	-19%	2	5%	.	23%
31	C=CCNc1nnc(SCC(=O)Nc2ccccc2OC)c2ccccc12	1%	-3%	-15	0%	-29	-14%	25%	-13%
33	COc1ccc(NC(=O)CSc2nnc(NC(=O)c3ccco3)s2)cc1OC	1%	3%	5	29%	-1	5%	.	-1%
36	CCOC(=O)CSc1n[nH]c(-c2ccco2)n1	5%	1%	-3	2%	1	-4%	-23%	4%
